Source: PubChem BioAssay (National Center for Advancing Translational Sciences (NCATS))
TDP1 cell CPT – qHTS for Inhibitors of human tyrosyl-DNA phosphodiesterase 1 (TDP1): qHTS in cells in presence of CPT | chicken DT40 Tdp1-/-;hTDP1 cells + 20 nM CPT, ATP luminescence, 48 h | Potency, µM (titrated, usually from 46.2 µM), without a hit: at the highest dose activity change, negative = growth inhibition, hits mostly inhibitors | 420,000 compounds, 12% hits | AID 686979, 2013; note: nearly all actives have a fitted effect of over 55% in size
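Cell growth measured by CellTiter-Glo luminescence after a minimum 48 h, 37 C compound exposure with 20 nM CPT in Tdp1-knockout DT40 cells stably expressing hTDP1, seeded 400/well; qHTS titration format.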
N370S GC – qHTS Assay for Inhibitors and Activators of N370S glucocerebrosidase as a Potential Chaperone Treatment of Gaucher Disease. Potency, µM (titrated, usually from 59.4 µM), for inactives: top-dose activity change, negative = inhibition, actives largely listed as inhibitors. 330,000 compounds, 0.092% hits. Lysosomal acid glucosylceramidase (Homo sapiens), P04062. N370S GC spleen homogenate, 4MU-glucoside fluorescence;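 note: 0% = full enzyme activity and -100% = no enzyme basal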
FEN1 inhibitor – qHTS Assay for the Inhibitors of Human Flap endonuclease 1 (FEN1) | P39748 | Recombinant FEN1 flap cleavage, fluorescence, 15 min | Potency, µM (doses to about 114 µM), without a hit: at the highest dose activity change, negative = inhibition, usual class: inhibitors | 390,000 compounds, 0.35% hits | AID 588795, 2011; note: nearly all actives have a fitted effect of over 65% in size
Target sequence (P39748 whole entry, looked up): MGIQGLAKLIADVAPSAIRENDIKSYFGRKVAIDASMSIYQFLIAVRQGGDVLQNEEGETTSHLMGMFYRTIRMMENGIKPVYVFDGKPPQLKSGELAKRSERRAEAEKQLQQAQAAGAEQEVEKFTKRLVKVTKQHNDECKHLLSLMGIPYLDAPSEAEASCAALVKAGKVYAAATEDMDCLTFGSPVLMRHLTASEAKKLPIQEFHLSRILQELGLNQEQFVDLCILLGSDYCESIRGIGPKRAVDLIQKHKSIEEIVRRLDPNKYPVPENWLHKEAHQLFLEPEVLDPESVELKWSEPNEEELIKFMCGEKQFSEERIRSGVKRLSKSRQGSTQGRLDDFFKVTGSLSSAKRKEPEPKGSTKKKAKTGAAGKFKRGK
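Reaction started by adding substrate (50 nM final) to 10 nM enzyme after 15 min room-temperature compound preincubation. Reads at 0 and 15 min, with data normalized and fitted to a four-parameter Hill equation.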
* = called active by the depositor; ? = inconclusive; nt = no result given; & = joins results of further samples; [ ] = dose if it differs, or a comment. Calls come from the whole dose curve; as a rule, active = well fitted curve in the direction sought with a large enough effect; inconclusive = small, poorly fitted or top-dose-only effect, or another doubt; inactive = no such curve, though single readings can be large; an effect the other way counts as inactive or inconclusive. Unless noted, % is set by controls: 0 for no effect and ±100 for the full control effect; potency is the fitted concentration of half-maximal effect.

SMILES	TDP1 cell CPT	N370S GC	FEN1 inhibitor
Cc1ccc(-n2c(O)c(/C=N/c3ncn[nH]3)c3ccccc3c2=O)cc1	?	-17%	0%
COc1cccc(CNC(=O)c2c[nH]n3c(=O)c(Cl)c(C)nc23)c1	1%	4%	-18%
CCOC(=O)CSc1nnc(-c2ccc(S(=O)(=O)N3CCC(C)CC3)cc2)o1	3%	1%	-2%
COc1cc(NC(=O)N2CCNC2=O)cc(C(=O)Nc2cccc(C(F)(F)F)c2)c1	3.7µM*	-9%	12%
Nc1ccccc1N1CCOCC1	14%	2%[12.8 µM]	-14%
CCOC(=O)Cc1csc(NC(=O)c2cc3c(s2)CCCC3)n1	?	4%	-24%
c1cncc(-c2nc(-c3ccc4c(c3)OCCO4)cs2)c1	-28%	0%	-2%
CC1(C)C2CCC13CS(=O)(=O)NC3C2 (stereo unspecified)	-18%	23%	7%
Cc1cccc(C)c1NC(=S)N1CCC(c2ccccc2)C1 (stereo unspecified)	-2%	-6%	-2%
CC(=O)c1cccc(NC(=S)NC(=O)c2ccccc2Cl)c1	-1%	3%	6%
COc1cccc(CNC(=O)c2nnn(CC(=O)Nc3ccc4c(c3)OCO4)c2N)c1	19%	22%	-27%
CC(=O)c1ccc(N2CCN(C(=O)CCS(=O)(=O)c3ccc(C)cc3)CC2)cc1	?	0%	-1%
COCCSc1ccccc1C(=O)Nc1ccc2c(c1)OCO2	4%	-13%	-2%
COc1ccc(N2C(=O)C3CCCN3C2c2ccc(C)cc2)cc1Cl (stereo unspecified)	-2%	0%	10%
COc1ccc(/C=N/NC(=O)C2c3ccccc3Oc3ccccc32)c(OC)c1	-6%	5%	-3%
CC1CCN(CCc2nc3cc(NC(=O)COc4ccccc4)ccc3n2C)CC1	?	-7%	3%
Cc1c(C)c2ccc(OCC(=O)N3CCN(C(=O)C4COc5ccccc5O4)CC3)cc2oc1=O (stereo unspecified)	?	-17%	-17%
O=C(N1CCOCC1)N1CCN(c2nc(-c3ccccc3)cs2)CC1	-25%	-26%	13%
CCCCCN(C(=O)NC(=O)Nc1cccc(C)c1C)S(C)(=O)=O	5%	13%	0%
CCC(C)N(C(=O)Cn1nnc2ccccc21)C(C(=O)NCc1ccco1)c1cccc(OC)c1 (stereo unspecified)	0%	6%	-9%
CN1CCc2c(OCC(=O)NC3CCCCC3)cccc2C1=O	-1%	-1%	-3%
Cc1cc(OCc2cc(C(=O)N3CCN(CC4CC4)CC3)no2)cc(C)c1Cl	?	?	-24%
CCOc1ccc(N2C(=O)Nc3ccc(Br)cc3C2(O)C(=O)NCCN(C)C)cc1 (stereo unspecified)	0%	-12%	10%
CC(=O)Nc1ccc(C(=O)OCC(=O)Nc2ccc([N+](=O)[O-])cc2C(F)(F)F)cc1	?	4%	7%
COC(=O)c1ccc2c(c1)N(Cc1cc(C)ccc1C)C(=O)c1ccccc1S2(=O)=O	?	nt	-16%
(cont.)
SMILES	TDP1 cell CPT	N370S GC	FEN1 inhibitor
CN(CC(=O)Nc1ncn[nH]1)S(=O)(=O)c1cc(Cl)ccc1Cl	12%	-1%	-9%
C/C=C(\C)CN1CCN(c2cccc(C)c2C)CC1	?	-9%	-5%
Cn1cc(C(c2ccccn2)c2cn(C)c3ccccc23)c2ccccc21	?	22%	0%
Cc1cccc(/C=N/n2c(C)nc3ccccc3c2=O)c1	-7%	-1%	8%
Cc1cc(=O)[nH]c(SCC(=O)NC(c2ccccc2)c2ccccc2)n1	-15%	5%	0%
O=C(Nc1cccc2ncccc12)c1ccc(F)cc1	0%	2%	2%
CCOc1ccc(NC(=O)Nc2c(C)n(C)n(-c3ccccc3)c2=O)cc1	-4%&-5%	-6%	-3%&-10%
CCNc1nc(NCC)nc(C(=O)Nc2ccccc2)n1	-8%	8%	1%
CCCN1CC=C2C(C#N)=C(N)C(C#N)(C#N)C(c3cc(OC)ccc3OC)C2C1 (stereo unspecified)	-28%	-8%	-5%
COc1ccc(NC(=O)Cn2c(=O)n(Cc3nc(-c4ccccc4)no3)c(=O)c3cc4c(cc32)OCO4)c(OC)c1	-20%	nt	-3%
CC(=O)c1ccc(N(CC(=O)NC2CCCC2)C(=O)c2csnn2)cc1	13%	1%	-21%
CC(C)N(Cc1nc(-c2ccccc2)no1)S(=O)(=O)c1ccccc1	?	?	-1%
C=CCc1c(C)nc(C)nc1N/N=C/c1ccc([N+](=O)[O-])cc1	?	-3%[12.8 µM]	1%
Nc1sc2c(c1C(=O)NC1CCS(=O)(=O)C1)CCCC2 (stereo unspecified)	2%	-8%	-6%
Cn1c(Cc2ccccc2)nnc1SCC(=O)NC1CC1	16%	-15%	3%
COc1c2c(cc3ccc(=O)oc13)CCO2	7%	15%	19%
CCC(=O)Oc1ccc(C(=O)Nc2ccc([N+](=O)[O-])cc2)cc1	?	-11%	1%
CCCSc1nc2c(cnn2-c2ccc(F)cc2)c(=O)[nH]1	3%	7%	5%
Cc1ccc(NS(=O)(=O)c2ccc3oc(=O)c4ncn(C)c4c3c2)cc1C	-1%	nt	-19%
c1ccc(N/N=C(\Cc2nc3ccccc3[nH]2)c2ccccc2)cc1	?	-5%	-11%
CC1CC(Nc2ccccc2)c2ccccc2N1C(=O)c1ccco1 (stereo unspecified)	23µM*	1%	-5%
O=C(CN1CCOCC1)Nc1cc(Cl)ccc1Cl	0%	4%[2.35 µM]	-13%
Cc1cccc(-n2c(CNC(=O)c3ccc(S(=O)(=O)N4CCCC4)cc3)n[nH]c2=S)c1	-4%	0%	0%
COc1ccc(-n2ncc3c(NCC4CCCO4)ncnc32)cc1 (stereo unspecified)	-15%	nt	6%
CC(C)c1ccc(S(=O)(=O)NC2CCS(=O)(=O)C2)cc1 (stereo unspecified)	-11%	-1%	1%

The last 2 records of the part above lead into the next.
SMILES	TDP1 cell CPT	N370S GC	FEN1 inhibitor
COc1ccc(-n2ncc3c(NCC4CCCO4)ncnc32)cc1 (stereo unspecified)	-15%	nt	6%
CC(C)c1ccc(S(=O)(=O)NC2CCS(=O)(=O)C2)cc1 (stereo unspecified)	-11%	-1%	1%
CC(=O)C12CCCCC1CC1[C@@H]3CC(C)C4=CC(=O)CC[C@]4(C)C3CC[C@@]12C (stereo partly specified)	?	-18%	13%
Oc1c(C(Nc2ccccn2)c2ccccc2F)ccc2cccnc12 (stereo unspecified)	?	nt	3%
CC(C)(C)[C@H]1C=C(C(=O)NC2CC2)O[C@@H](OCc2ccc(CO)cc2)C1	?	23%	1%
Cc1ccc2[nH]c(C(=O)N3CCOCC3)cc2c1	7%	0%	0%
Cc1cc(Br)cn2ccnc12	-10%	-2%	10%
COc1ccc(-n2nc(C(=O)NCCCN3CCCC3=O)c3c4ccccc4n(C)c3c2=O)cc1Cl	-13%	0%	15%
C=CC[n+]1c(-c2ccc(C)cc2)csc1Nc1ccc(NC(C)=O)cc1	?	-8%	12%
CCn1cc(C(=O)Nn2cnnc2)c(=O)c2ccc(C)nc21	-13%	15%	0%
COc1cc(Cl)c(C)cc1NC(=O)CSc1nc2c(c(=O)[nH]1)CCC2	-28%	nt	8%
CCOC(=O)C(CC)Sc1ncnc2c1c(-c1ccccc1)cn2-c1ccc(OC)cc1 (stereo unspecified)	?	nt	-16%
O=C(Cn1c(=O)n(-c2ccccc2Cl)c(=O)c2sc3ccccc3c21)NC1CCCCC1	-19%	nt	5%
Cc1noc(C)c1CSc1nnnn1-c1ccc(Cl)cc1	?	-2%	13%
NC(=O)N/N=C/c1cc(Br)ccc1OCC(=O)NCc1ccccc1	9%	-2%	-2%
CNC(=O)c1[nH]cnc1C(=O)Nc1ccc(Cl)cc1	-29%	5%	-8%
CN(C)CCCNC(=O)C[C@H]1C[C@H](C(=O)N2CCCCC2)[C@@]2(CCc3ccccc3)c3[nH]c4cc(-c5ccco5)ccc4c3CCN2C1=O	?	nt	-10%
CCn1c(SCC(=O)N2CCCCC2)nc2c(c1=O)SC(C)C2 (stereo unspecified)	?	12%	-8%
Cc1ccc(NC(=O)c2ccc(NS(=O)(=O)/C=C/c3ccccc3)cc2)nc1	-19%	?	-24%
O=C(NC1CCCC1)c1cccc(S(=O)(=O)Nc2ccccc2F)c1	-25%	nt	5%
O=S(=O)(Nn1cnnc1)c1ccccc1	-2%	-2%	0%
O=C(CSc1nnc(-c2ccco2)c(-c2ccco2)n1)c1ccccc1	?	6%	?
COc1ccccc1N1CCN(CC(O)COc2ccc3c(c2)OCO3)CC1 (stereo unspecified)	-27%	0%	-16%
Cc1cc(=O)oc2c(CN3CCN(C)CC3)c(O)c(Cl)cc12	-1%	?	-5%
CCOc1cc(C)ccc1OCc1nnc(SCC(=O)c2cccc([N+](=O)[O-])c2)n1CC	?	-5%	0%
Cc1ccc(C(=O)NCCSc2snnc2C)cc1	-3%	-5%	0%
O=C(N/N=C/c1cccnc1)c1ccccc1NS(=O)(=O)c1cccs1	7%	-10%	-2%
Carrying on:
SMILES	TDP1 cell CPT	N370S GC	FEN1 inhibitor
O=C(Nc1ccccc1C(F)(F)F)c1cc2ncc(CCCl)cn2n1	2%	?	-5%
CC(=O)c1sc(N/N=C2\CC3CCC2(C)C3(C)C)nc1C (stereo unspecified)	-29%	17%	-2%
CN(c1ccccc1)c1nc(N)c([N+](=O)[O-])c(Nc2ccccc2F)n1	?	8%	-16%
N#Cc1cc([N+](=O)[O-])ccc1NC(=O)CSc1n[nH]c(=O)[nH]c1=O	-18%	nt	12%
CC(=O)c1c(C)[nH]c(C(=O)OCC(=O)N2CCc3ccccc32)c1C	-17%	0%	-3%
Nc1nonc1-n1nnc(C(=O)N/N=C/c2ccccn2)c1-c1ccccc1	-10%	-5%	15%
COC(C/C=C\C(=O)[C@H](C)OCc1ccccc1)OC	?	nt	-5%
COCCNC(=O)CCCN1C(=O)CCn2nc(-c3cccn3C)cc21	-13%	nt	16%
O=C(NCCCCc1ccccc1)c1cccc(Br)c1	11%	-9%	-5%
Cc1ccc(S(=O)(=O)N2CCC(C(=O)OCCOc3ccccc3)CC2)cc1C	-9%	-1%	-8%
NC(=O)CC(NC(=O)Cc1cccc2ccccc12)c1ccc(NCCc2cccc(F)c2)c([N+](=O)[O-])c1 (stereo unspecified)	?	1%	-6%
Nc1[nH]n(-c2ccccc2)c(=O)c1N=Nc1ccc2c(c1)OCO2	-13%	11%	0%
COc1cc(CNc2ccc(N3CCOCC3)cc2)ccc1OCC(=O)NC(C)(C)C	?	-4%	-2%
COc1cc2c(cc1OC)CN(C(=O)CSc1ccccc1C)CC2	?	nt	-2%
COc1cc(C(=O)Nc2cc(-c3cn4cccnc4n3)ccc2C)cc(OC)c1OC	-11%	?	0%
Cc1ccc(SCc2noc(C(=O)NCC3CCCO3)c2C(=O)O)cc1C (stereo unspecified)	-5%	-6%	21%
Cc1ccc(CN2C(=O)COc3cc(NS(C)(=O)=O)ccc32)cc1	6%	nt	13%
COc1ccc(C)cc1N(C(=O)c1ccccc1F)c1nc2ccccc2s1	?	16%	-7%

In another format: results already given.
SMILES,TDP1 cell CPT,N370S GC,FEN1 inhibitor
O=C(Nc1ccccc1C(F)(F)F)c1cc2ncc(CCCl)cn2n1,2%,?,-5%
CC(=O)c1sc(N/N=C2\CC3CCC2(C)C3(C)C)nc1C (stereo unspecified),-29%,17%,-2%
CN(c1ccccc1)c1nc(N)c([N+](=O)[O-])c(Nc2ccccc2F)n1,?,8%,-16%
N#Cc1cc([N+](=O)[O-])ccc1NC(=O)CSc1n[nH]c(=O)[nH]c1=O,-18%,nt,12%
CC(=O)c1c(C)[nH]c(C(=O)OCC(=O)N2CCc3ccccc32)c1C,-17%,0%,-3%
Nc1nonc1-n1nnc(C(=O)N/N=C/c2ccccn2)c1-c1ccccc1,-10%,-5%,15%
COC(C/C=C\C(=O)[C@H](C)OCc1ccccc1)OC,?,nt,-5%
COCCNC(=O)CCCN1C(=O)CCn2nc(-c3cccn3C)cc21,-13%,nt,16%
O=C(NCCCCc1ccccc1)c1cccc(Br)c1,11%,-9%,-5%
Cc1ccc(S(=O)(=O)N2CCC(C(=O)OCCOc3ccccc3)CC2)cc1C,-9%,-1%,-8%
NC(=O)CC(NC(=O)Cc1cccc2ccccc12)c1ccc(NCCc2cccc(F)c2)c([N+](=O)[O-])c1 (stereo unspecified),?,1%,-6%
Nc1[nH]n(-c2ccccc2)c(=O)c1N=Nc1ccc2c(c1)OCO2,-13%,11%,0%
COc1cc(CNc2ccc(N3CCOCC3)cc2)ccc1OCC(=O)NC(C)(C)C,?,-4%,-2%
COc1cc2c(cc1OC)CN(C(=O)CSc1ccccc1C)CC2,?,nt,-2%
COc1cc(C(=O)Nc2cc(-c3cn4cccnc4n3)ccc2C)cc(OC)c1OC,-11%,?,0%
Cc1ccc(SCc2noc(C(=O)NCC3CCCO3)c2C(=O)O)cc1C (stereo unspecified),-5%,-6%,21%
Cc1ccc(CN2C(=O)COc3cc(NS(C)(=O)=O)ccc32)cc1,6%,nt,13%
COc1ccc(C)cc1N(C(=O)c1ccccc1F)c1nc2ccccc2s1,?,16%,-7%

A portion of the library; the hit share may differ from the screen's.
